# PMI act hi M6P – activators of human phosphomannose isomerase at near-saturating mannose 6-phosphate; coupled PMI enzyme assay, resazurin fluorescence, 20 min; stronger effect = higher value; 1 = untreated enzyme, 0 = substrate-free blank; hit rate 0.34% among 190,000; P34949; activation factor at 20 µM;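 active means activation factor of 2 or more at 20 µM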
# Target sequence (P34949 whole entry, looked up): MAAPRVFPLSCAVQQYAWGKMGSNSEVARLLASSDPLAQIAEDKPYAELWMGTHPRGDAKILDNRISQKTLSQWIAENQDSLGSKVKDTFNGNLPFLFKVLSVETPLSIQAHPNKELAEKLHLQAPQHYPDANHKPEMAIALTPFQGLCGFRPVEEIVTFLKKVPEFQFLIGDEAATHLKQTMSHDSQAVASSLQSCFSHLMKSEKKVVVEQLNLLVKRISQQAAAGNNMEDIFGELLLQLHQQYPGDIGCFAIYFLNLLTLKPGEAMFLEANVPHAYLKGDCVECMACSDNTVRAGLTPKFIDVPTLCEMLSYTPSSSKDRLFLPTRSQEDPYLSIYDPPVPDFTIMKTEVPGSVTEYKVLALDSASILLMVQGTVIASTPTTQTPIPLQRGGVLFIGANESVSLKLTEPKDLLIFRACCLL
#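 Test system: human phosphomannose isomerase with PGI, G6PDH, diaphorase coupling enzymes; amount: 15 ng/mL PMI; incubation: enzyme reaction with compound 20 min at room temperature; technique: resorufin fluorescence (Ex 544/Em 590 nm) from resazurin via diaphorase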
# Efa HMGR inh – blocks class II HMG-CoA reductase of Enterococcus faecalis; purified E. faecalis HMGR, NADPH absorbance 340 nm kinetic; inhibition, % at 10 µM; hit rate 0.41% among 190,000;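 active means inhibition above a set limit, the median over all tested compounds plus 3 SD, cut at about 9.5% in these data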;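 further: enzyme runs in reverse so mevalonate oxidation gives rising NADPH absorbance; 0% = complete reaction with DMSO and 100% = background rate lacking mevalonate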
# S1P3 antag – blocks the human S1P3 receptor; Q99500; inhibition, % at 4.98 µM; CHO S1P3 NFAT-BLA reporter, FRET fluorescence, antagonist mode; hit rate 0.27% among 170,000; AID 485;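 active means inhibition above the plate cutoff, the mean inhibition of test wells on that plate plus 3 SD, cut at about 28% in these data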;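 further: cells challenged with S1P at its EC80 of 0.8 µM; blue over green emission ratio from cleaved BLA substrate after 4 h stimulation; 0% = S1P-stimulated wells and 100% = unstimulated DMSO-only wells; some compounds past the cut are filed as inactive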
# Target sequence (Q99500 whole entry, looked up): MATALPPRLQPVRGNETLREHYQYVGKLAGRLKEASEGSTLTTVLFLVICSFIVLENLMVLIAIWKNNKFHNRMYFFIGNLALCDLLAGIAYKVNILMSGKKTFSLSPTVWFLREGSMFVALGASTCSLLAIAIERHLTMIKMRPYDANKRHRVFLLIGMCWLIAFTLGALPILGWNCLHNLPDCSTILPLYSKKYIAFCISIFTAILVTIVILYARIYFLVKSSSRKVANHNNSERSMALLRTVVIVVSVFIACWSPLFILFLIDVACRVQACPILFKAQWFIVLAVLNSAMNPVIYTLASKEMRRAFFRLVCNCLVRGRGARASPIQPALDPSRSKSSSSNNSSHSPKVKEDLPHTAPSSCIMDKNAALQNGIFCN
# TNAP inh hi DEA – inhibitors of human TNAP at high phosphate acceptor concentration; P05186; purified TNAP, CDP-star luminescence, 1 M DEA; inhibition, % at 20 µM; hit rate 0.03% among 200,000; AID 1135;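 active means over 50% inhibition of tissue-nonspecific alkaline phosphatase at 20 µM in the single-dose screen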;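 further: plate controls were DMSO wells for no effect and EDTA-quenched wells as full inhibition for full effect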
# RAM network inh – blocks the yeast RAM network | S. cerevisiae dse1pr::URA3 reporter, 5-FOA growth OD615, 2 d; analog-sensitive cbk1-as2 kinase mutant strain | inhibition, % at 50 µM | hit rate 1.8% among 190,000;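 active means inhibition above a set limit, 3 SD over mean compound inhibition, cut at about 8.4% in these data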;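 further: 0% = DMSO-only wells with no growth and 100% = 10 µM 1-NA-PP1 full growth; inhibition rescues growth on 5-FOA so higher OD means more RAM inhibition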
# L major viab – Leishmania major promastigote growth inhibition; hit rate 9% among 200,000; Leishmania major promastigotes, resazurin fluorescence viability; inhibition, % at 10 µM; in the data active means inhibition above about 50%;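 further: promastigotes grown with compound for 44 hours at 28 °C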
# PMI activator – phosphomannose isomerase (human) activation. P34949. purified human PMI, coupled resazurin fluorescence, 20 min; stronger effect = higher value; 1 = vehicle control, 0 substrate-free wells. activation factor at 20 µM. hit rate 0.005% among 190,000;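 active means activation factor of 2 or more at 20 µM, relative to plate controls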
# DTT redox prof – compounds producing H2O2 with reducing agent – biochemical, NIH compound library profiling, artefact control for MLSCN library redox annotation, primary screen; DTT-dependent redox cycling H2O2, phenol red/HRP absorbance; 100% = 100 µM peroxide control, 0% = buffer; activation, % at 10 µM; hit rate 0.03% among 200,000; AID 878;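 active means activation of at least 50% relative to the plate's high and low controls in the primary single-dose screen; inactive means activation below 50%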;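 further: compound incubated with DTT at 0.8 mM final as the reducing agent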
# TNAP inh noacc – blocks human TNAP activity with no phosphate acceptor present. purified TNAP, CDP-star luminescence, 30 min. inhibition, % at 20 µM. hit rate 0.26% among 200,000;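 active means tissue-nonspecific alkaline phosphatase inhibition above about 50% at 20 µM in the single-dose screen, limit read from the data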;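 further: 0% = DMSO negative control and 100% = EDTA positive control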
# Hsp70 act – switches on Hsp70 transcription; HeLa Hsp70 promoter luciferase reporter, luminescence; scaled: vehicle 0, proteasome-inhibitor control 100%; activation, % at 10 µM; hit rate 0.04% among 200,000; AID 1203;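 active means activation above the mean across all tested compounds plus 3 SD, cutoff set per campaign, cut at about 5.5% in these data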;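 further: 100% = MG132 at 30 µM as the positive control and 0% = DMSO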
# Numbers without * were called inactive; . = not tested or not shown. Rows are unselected; 12% or so of the library scored in one or more.
# Value order – PMI act hi M6P, Efa HMGR inh, S1P3 antag, TNAP inh hi DEA, RAM network inh, L major viab, PMI activator, DTT redox prof, TNAP inh noacc, Hsp70 act
Cc1c(NC(=O)c2cnn3c2NC(c2ccco2)CC3C(F)(F)F)c(=O)n(-c2ccccc2)n1C (stereo unspecified)
 : 1.1, -11, -14, -1, 3.0, -6, 1, 0.0, -13, -0.3
COc1ccccc1-n1c(N)c(C(N)=O)sc1=S
 : 1.2, -2, -29, -5, 1.4, -1, 1.2, 0.9, -3, 0.2
CC(=O)N1CCN(c2ccccc2NC(=O)c2cc(Br)ccc2Cl)CC1
 : 1, -5, -21, 1, 1.1, 2, 0.9, -1.2, -7, -0.4
CC(=O)OC1C(N2CCCCC2)c2c(ccc(/C=C/C(=O)N3CCCCC3)c2O)OC1(C)C (stereo unspecified)
 : 0.9, -2, 4, -5, 3.5, 73*, 0.8, -0.7, -3, 0.1
Cc1ccc(-c2nnc(N(C)C(=O)C3CCCO3)s2)cn1 (stereo unspecified)
 : 1.2, -5, -8, -7, 3.3, -1, 1.2, -0.2, 2, -0.2
Cn1c(=O)[nH]c(=O)c2c1nc(N1CCCCC1)n2CCCSc1nnnn1-c1ccccc1
 : 1, 3, -19, 3, 2.0, 7, 0.8, 0.2, -16, -0.3
N#CC(c1ccc(O)cc1)c1ncc(C(F)(F)F)cc1Cl (stereo unspecified)
 : 1.1, -2, -16, -4, 1.8, -13, 1, -2.4, 26, 0.0
CO/N=C/c1ccc(Oc2ccc(C)cc2)nc1
 : 1, 5, ., -5, 1.1, -8, 1, -0.1, -10, 0.0
Nc1c(C(=O)c2ccco2)oc2ccccc12
 : 1.1, 3, -13, 2, 1.5, 7, 1, 0.3, -5, 0.2
COC(=O)[C@H](C)NC(=O)NC1CCCc2ccccc21 (stereo partly specified)
 : 0.9, 2, 5, -4, 0.8, -5, 0.9, 0.3, -5, -0.2
Cc1ccccc1NS(=O)(=O)c1ccc(OCC(=O)NCc2ccco2)cc1
 : 1, 2, 8, -2, 2.0, 11, 0.9, 1.0, -18, -0.2
O=C(NCc1ccc2c(c1)OCO2)C1CCC(CNc2c(N3CCCCC3)c(=O)c2=O)CC1 (stereo unspecified)
 : 0.9, -6, -27, -1, 1.1, -9, 0.9, -0.5, -17, -0.2
Cc1cccc(-n2c(C)cc(/C=N\NC(=O)c3ccco3)c2C)c1
 : 1.1, 9, -3, -3, 1.0, 2, 1.2, 0.9, -25, 0.4
COc1ccc(C(=O)C2CCCN(C(=O)c3c4c(nn3C)CCCC4)C2)cc1F (stereo unspecified)
 : 1, -2, 13, -4, 1.1, -1, 0.9, -0.5, -3, 0.1
CCCOc1ccc(N2C(=O)CC(NCc3cccnc3)C2=O)cc1 (stereo unspecified)
 : 1, 2, -16, -6, -0.9, -13, 1, -0.9, -10, -0.2
O=C(O)c1cccc(NC(=S)NC(=O)c2ccc(-c3ccccc3)cc2)c1
 : 1, -3, -12, -1, 5.4, -7, 1, -0.4, 17, -0.3
Cc1ccc(NC(=O)CCC(=O)OCc2ccc(Br)cc2)cc1
 : 1, 0, -3, -2, 2.0, -3, 1, 0.2, -8, -0.3
O=C(O)c1cccc(N=NN2CCCCCC2)c1
 : 1, -2, -1, 1, 0.1, 43, 1, -0.7, -2, -0.2
Cc1ccccc1C(=O)NN1C(=O)CSC1=S
 : 1, -4, -12, -3, 0.5, 13, 0.9, -0.3, -38, -0.4
COc1ccccc1CNc1nc2nc(C)c(Cl)c(=O)n2[nH]1
 : 1.1, -3, -17, 4, 1.4, 0, 1, 2.4, -8, -0.1

# Further entries.
# Value order – PMI act hi M6P, Efa HMGR inh, S1P3 antag, TNAP inh hi DEA, RAM network inh, L major viab, PMI activator, DTT redox prof, TNAP inh noacc, Hsp70 act
O=c1[nH]cnc2scc(-c3ccc(Br)cc3)c12
 : 1, -1, -2, -3, 2.2, 5, 1.1, -1.2, -8, -0.2
COc1ccc(OC)c(Cc2nnc(CCC(=O)NCc3ccc(C)s3)o2)c1
 : ., -5, -12, -4, 2.3, -1, ., -0.9, -11, -0.3
Cc1cnc(C(=O)OCC(=O)N(Cc2ccccc2)C(C)C)cn1
 : 1, 0, -10, -2, 0.2, -2, 1, -2.3, -9, 0.0
Cc1ccc(Sc2oc(/C=N/n3cnnc3)cc2Br)cc1
 : 0.9, -2, 10, -1, 1.4, 39, 0.9, 6.3, 0, -0.3
O=C(/C(Cl)=C/Nc1ccc(Br)cn1)C(F)(F)F
 : 1, 0, -17, 0, 5.2, -6, 1.1, 0.4, 5, 0.2
COC(=O)c1cc2sc(Cl)cc2n1Cc1nc(-c2cccc(C)c2)oc1C
 : 1.1, -8, ., -7, 3.8, 0, 1.1, -0.8, 9, -0.2
COc1ccc(NC(=O)c2cccc(-n3cnnn3)c2)cc1
 : 1, -2, -18, -5, 2.7, -7, 1, -0.5, -13, 0.0
CC(=O)C1=C(C)NC(SCC(=O)c2ccc(Cl)cc2Cl)=C(C#N)C1c1ccco1 (stereo unspecified)
 : 0.7, 2, 23, 0, 5.3, 61*, 1, -1.3, -5, 0.4
COc1ccc(OC)c(Nc2nc(N)nc(CSc3nnc(-c4ccncc4)o3)n2)c1
 : 0.9, -2, ., 1, 2.3, -3, 0.8, -0.4, -1, -0.1
CCn1cc(Cl)c(C(=O)Nc2ccccc2C(N)=O)n1
 : 0.9, -3, -5, -4, -0.7, -5, 1, 7.1, -7, -0.1
CCN(CC)CCCNC(=O)C1c2ccccc2C(=O)N(CCOC)C1c1ccc(F)cc1 (stereo unspecified)
 : 1.1, -1, -7, -2, 0.5, 35, 1.1, 0.8, -16, 0.0
CCCNC(=O)COC(=O)c1ccccc1OCc1ccc(Cl)cc1
 : 0.9, -7, ., 0, 0.4, 3, 0.9, 0.1, -5, -0.3
Cc1ccccc1NC(=O)Cn1c(=O)n(C)c2ccccc21
 : 1, -1, -27, -8, 0.6, 0, 1.1, 0.1, -4, -0.2
CC(C)N(CCCNC(=O)CC1Oc2ccccc2NC1=O)Cc1ccccc1 (stereo unspecified)
 : 1, 2, -12, -9, 1.7, -4, 1.1, -0.5, 12, -0.3
CCOC(=O)N1CCN(C(=O)COc2ccc(Br)cc2Cl)CC1
 : 0.9, -7, -7, -3, -1.2, -7, 0.9, -0.3, -13, -0.3
c1ccc2c(N3CCCC3)nc(-c3ccncc3)nc2c1
 : 1, 0, -12, -2, 2.3, 30, 1, 2.5, -6, 0.0
Cc1cc(N=CC2=C(O)CC(C)(C)CC2=O)no1
 : 1, -5, 20, -9, 1.0, -4, 1, -0.5, -16, -0.1
CCc1ccccc1NC1=NCC(=O)N1Cc1ccc2c(c1)OCO2
 : 1.1, -4, -13, -1, 0.3, 1, 1.1, 0.2, -9, -0.3
CCC(C)n1c(SCC(=O)NCc2ccco2)nnc1-c1cccc(S(=O)(=O)N2CCOCC2)c1 (stereo unspecified)
 : 1.1, -1, ., -5, -0.9, -5, 1, 0.4, -23, -0.2
CNC(=O)c1sccc1-n1cccc1
 : 1, -2, ., 0, 1.0, -3, 1.1, 0.2, -5, -0.2

# Following part.
# Value order – PMI act hi M6P, Efa HMGR inh, S1P3 antag, TNAP inh hi DEA, RAM network inh, L major viab, PMI activator, DTT redox prof, TNAP inh noacc, Hsp70 act
Cc1c(NC(=O)C(C)OC(=O)c2ccc(Br)o2)c(=O)n(-c2ccccc2)n1C (stereo unspecified)
 : 0.9, -5, -9, -4, 0.7, 2, 0.9, -1.5, -2, -0.4
Cc1cccc(OCCCC(=O)Nc2ccc(N3CCOCC3)cc2)c1
 : 0.9, -2, ., -7, 0.1, 1, 0.9, -0.4, -12, -0.3
CCOc1c(Br)cc(/C=C2/SC(=O)N(CC(=O)N3CCCC3)C2=O)cc1OC
 : 0.9, -4, ., 4, 1.4, -5, 0.9, -3.5, -10, 0.0
CC(C)C(C)(C#N)NC(=O)CSc1nnc(-c2ccccc2)o1 (stereo unspecified)
 : 1.5, -4, ., 0, -0.7, -8, 1.1, 0.6, -5, -0.5
c1ccc(CCSc2nccn2-c2ccccc2)cc1
 : 1, -1, ., -8, 0.8, 38, 1, 2.3, -3, 0.1
COc1ccc(-c2cc(C(F)(F)F)nc(S(=O)(=O)CCCC(=O)Nc3cccnc3Cl)n2)cc1OC
 : 1.1, -2, -19, -2, 0.2, 82*, 1.2, -1.2, -10, 0.1
O=C(CNC(=O)C1CCCCC1)Nc1ccccc1
 : 1.2, -2, 6, -2, 1.4, -8, 1, -0.4, -10, 0.4
C=CCC1C=CCC(CC=C)N1C(=O)c1ccccc1[N+](=O)[O-] (stereo unspecified)
 : 1, 0, -4, -5, 0.7, 17, 1.1, -0.1, -7, -0.6
COc1ccccc1-n1ccnc1SCC(=O)NCc1ccco1
 : 1, 0, 9, -3, -0.3, -3, 1.1, 0.0, -11, 0.2
COC(=O)CSc1nnc(-c2ccc(NS(=O)(=O)c3ccccc3)cc2)o1
 : 1.1, 5, 23, -8, 1.6, -4, 1.1, 2.2, -14, -0.2
Cc1cc(Nc2ccc3c(c2)OCCO3)c2cc(Cl)ccc2n1
 : 1, 0, 0, 0, 0.1, 100*, 1.1, 0.0, -17, -0.1
O=C(NCC(=O)N(CC1CCCO1)C(C(=O)NC1CCCCC1)c1ccccc1)c1ccco1 (stereo unspecified)
 : 1.1, -1, 4, -2, -0.2, -5, 1.1, -0.7, 3, -0.3

# Reformatted in CSV form: part of the list above
molecule,PMI act hi M6P,Efa HMGR inh,S1P3 antag,TNAP inh hi DEA,RAM network inh,L major viab,PMI activator,DTT redox prof,TNAP inh noacc,Hsp70 act
Cc1c(NC(=O)c2cnn3c2NC(c2ccco2)CC3C(F)(F)F)c(=O)n(-c2ccccc2)n1C (stereo unspecified),1.1,-11,-14,-1,3.0,-6,1,0.0,-13,-0.3
COc1ccccc1-n1c(N)c(C(N)=O)sc1=S,1.2,-2,-29,-5,1.4,-1,1.2,0.9,-3,0.2
CC(=O)N1CCN(c2ccccc2NC(=O)c2cc(Br)ccc2Cl)CC1,1,-5,-21,1,1.1,2,0.9,-1.2,-7,-0.4
CC(=O)OC1C(N2CCCCC2)c2c(ccc(/C=C/C(=O)N3CCCCC3)c2O)OC1(C)C (stereo unspecified),0.9,-2,4,-5,3.5,73*,0.8,-0.7,-3,0.1
Cc1ccc(-c2nnc(N(C)C(=O)C3CCCO3)s2)cn1 (stereo unspecified),1.2,-5,-8,-7,3.3,-1,1.2,-0.2,2,-0.2
Cn1c(=O)[nH]c(=O)c2c1nc(N1CCCCC1)n2CCCSc1nnnn1-c1ccccc1,1,3,-19,3,2.0,7,0.8,0.2,-16,-0.3
N#CC(c1ccc(O)cc1)c1ncc(C(F)(F)F)cc1Cl (stereo unspecified),1.1,-2,-16,-4,1.8,-13,1,-2.4,26,0.0
CO/N=C/c1ccc(Oc2ccc(C)cc2)nc1,1,5,.,-5,1.1,-8,1,-0.1,-10,0.0
Nc1c(C(=O)c2ccco2)oc2ccccc12,1.1,3,-13,2,1.5,7,1,0.3,-5,0.2
COC(=O)[C@H](C)NC(=O)NC1CCCc2ccccc21 (stereo partly specified),0.9,2,5,-4,0.8,-5,0.9,0.3,-5,-0.2
